# BCR signal inh – chronic active BCR signaling inhibition | ABC-DLBCL IkBa-CBG/CBR reporter, luminescence ratio, 4 h | Potency, µM (titrated, usually from 46.1 µM), without a hit: top-dose ratio change, negative = lower green/red ratio, hits mostly inhibitors | hit rate 0.05% among 340,000; active = well fitted inhibition curve with a large enough effect in the signal ratio, with a control signal flat, not every such curve was filed as active; inconclusive = small, poorly fitted or top-dose-only effect, or effect the other way, or a change in a side signal; the % refers to the signal ratio;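 note: potency is the fitted concentration of half-maximal effect; plate controls were basal doxycycline-induced cells for no effect and cells given 10 µM MG132 for full effect; MG132 reads +100%, hits lower the ratio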
#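 Compounds up to 46 uM were incubated four hours with TMD8 cells whose green CBG68 luciferase is fused to IkappaBalpha; red CBR luminescence normalised the signal, and concentration-effect curves were fitted to fusion, red and ratio data.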
# USP2a inh – USP2a (human) protease inhibition; O75604; USP2 core, Ub-CHOP2 coupled fluorogenic reporter, 485/531; Potency, µM (top dose mostly 38.3 µM), without a hit: at the highest dose activity change, negative = inhibition, most hits filed as inhibitors; hit rate 0.01% among 330,000;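 note: potency is the fitted concentration of half-maximal effect; plate controls were DMSO wells for no effect and full inhibition by NEM control for full effect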
#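 Cell-free coupled assay: 10nM USP2 core preincubated 30min RT with compound in Tris-HCl pH 8.0/CaCl2/CHAPS buffer, then 25nM Ub-CHOP2 and 25nM reporter substrate; fluorescence (Ex 485/Em 531) read after 60min RT, normalized to NEM inhibition, concentration-response curves fitted.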
# B2AR arrestin – recruits beta-arrestin to the human beta2-adrenergic receptor | beta-arrestin recruitment to beta2AR, cell-based reporter | Potency, µM (top dose mostly 46.1 µM), for inactives: at the highest dose activation, usual class: activators | AID 492947 | hit rate 0.02% among 330,000 | P07550;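 note: potency is the fitted concentration of half-maximal effect; 0% = DMSO controls and full agonism = EC100 isoproterenol or metaproterenol; nearly all actives have a fitted effect of over 65% in size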
# uPA generation – cell surface uPA generation inhibition; hit rate 0.31% among 330,000; Potency, µM (top dose mostly 38.3 µM), inactives show top-dose activity change, negative = inhibition, actives largely listed as inhibitors; cell surface uPA generation assay, qHTS; active = well fitted inhibition curve with a large enough effect; inconclusive = small, poorly fitted or top-dose-only effect; inactive = no such curve, though single readings can be large or run the other way; tested in mouse RAW 264.7 cells; note: potency is the fitted concentration of half-maximal effect; % is set by controls: 0 for no effect and ±100 for the full control effect; nearly all actives have a fitted effect of over 55% in size
# TCR act – T cell receptor activation; primary human leukocytes, anti-CD3, IL-2 HTRF, 48 h; Potency, µM (titrated, usually from 9.22 µM), without a hit: at the highest dose activation of IL-2 secretion, actives largely listed as activators; 330,000 tested, under 10 active; AID 504894; note: % of control where 0% means no effect
#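 IL-2 produced over 48 hr by a-CD3 bead-stimulated primary human leukocytes exposed to compounds was detected with a homogeneous time-resolved FRET immunoassay, 665nm acceptor signal after 320nm excitation.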
# Eya2 inh – blocks the phosphatase activity of human Eya2 | Potency, µM (series often up to 76.9 µM), for inactives: at the top dose activity, negative = inhibition, actives largely listed as inhibitors | O00167 | recombinant Eya2, OMFP fluorescence dephosphorylation (OMFP is methylfluorescein phosphate) | hit rate 0.006% among 330,000; note: potency is the fitted concentration of half-maximal effect; % is set by controls: 0 for no effect and ±100 for the full control effect
#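 Eya2 protein (added as 0.2 uM solution) was preincubated with compound for 10 min at ambient temperature in 50 mM HEPES pH 7.5, 50 mM NaCl, 5 uM MgCl2, 0.05% BSA, 1 mM DTT. OMFP (added at 50 uM) then reacted 10 min; fluorescence read at 485/525 nm.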
# TSHR antagonist – antagonists of human thyroid stimulating hormone receptor; TSHR-expressing cells, TSH-stimulated cAMP HTRF, 2 h; active compounds read low; activity change, negative = inhibition, % at 11.5 µM; hit rate 0.2% among 330,000; AID 504810;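 active = activity change below a set negative limit, meaning inhibition stronger than a set level, cut at about -70% in these data; inconclusive = activity change between two set negative limits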; note: % is set by controls: 0 for no effect and ±100 for the full control effect
#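 TSHR-expressing cells, 200/well, pre-treated with compound, then stimulated with EC80 TSH (4nM final) for 2 hours at 37 deg C. cAMP measured by competitive HTRF: anti-cAMP cryptate antibody in lysis buffer plus cAMP-d2, read after 30 minutes at room temperature.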
# ELG1 DNA repair – inhibitors of ELG1-dependent DNA repair in HEK293T cells; HEK293T ELG1-luciferase reporter, luminescence, 16 h; DNA damage induced by 5-fluorouridine; Potency, µM (highest dose often 46.1 µM), for inactives: at the top dose activity change, negative = inhibition, usual class: inhibitors; hit rate 2.3% among 330,000; AID 504467; note: potency is the fitted concentration of half-maximal effect; % is set by controls: 0 for no effect and ±100 for the full control effect; nearly all actives have a fitted effect of over 55% in size
#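 HEK293T cells expressing luciferase-tagged ELG1 (2,000/well) received 5-Fluorouridine plus compound or DMSO for 16 hr at 37 °C. Luciferase was read by ONE-Glo luminescence after 30 min at room temperature.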
# PTAP TSG101 blk – blocks PTAP/TSG101 interaction to inhibit HIV-1 budding | Q99816 | Fluorescence polarization, FITC-PTAP peptide / Tsg101 binding | Potency, µM (doses to about 115 µM), inactives show top-dose activity change, negative = inhibition, usual class: inhibitors | 340,000 tested, under 10 active | AID 493005; active = well fitted inhibition curve with a large enough effect in the main read-out, with a control signal flat, not every such curve was filed as active; inconclusive = small, poorly fitted or top-dose-only effect, or effect the other way, or a change in a side signal; inactive = no such curve, though single readings can be large or run the other way; note: potency is the fitted concentration of half-maximal effect; % of control where 0% means no effect
# Target sequence (Q99816 whole entry, looked up): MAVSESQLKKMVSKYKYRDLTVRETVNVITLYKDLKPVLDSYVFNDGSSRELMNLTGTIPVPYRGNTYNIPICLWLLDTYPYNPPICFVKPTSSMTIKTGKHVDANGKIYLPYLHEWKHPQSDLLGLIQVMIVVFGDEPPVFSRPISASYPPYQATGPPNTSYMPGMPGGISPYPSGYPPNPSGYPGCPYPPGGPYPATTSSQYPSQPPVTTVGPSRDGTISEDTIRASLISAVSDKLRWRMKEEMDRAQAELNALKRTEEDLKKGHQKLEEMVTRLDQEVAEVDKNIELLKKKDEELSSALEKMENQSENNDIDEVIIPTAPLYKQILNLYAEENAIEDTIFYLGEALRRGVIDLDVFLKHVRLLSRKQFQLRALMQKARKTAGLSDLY
#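 Fluorescence anisotropy tracks displacement of a FITC-tagged PTAP peptide (50 nM) from the Tsg101 binding domain (10 uM), following a 20 min room-temperature incubation at pH 7.5.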
# Tb PFK inh – blocks T. brucei phosphofructokinase; T. brucei PFK, ADP-Glo luminescence; Potency, µM (doses to about 57.5 µM), without a hit: top-dose activity, negative = inhibition, most hits filed as inhibitors; hit rate 0.17% among 330,000; AID 485367;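 note: potency is the fitted concentration of half-maximal effect; 0% = uninhibited 1x PFK enzyme wells and -100% = no-enzyme wells; nearly all actives have a fitted effect of over 60% in size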
# Target sequence (O15648 whole entry, looked up): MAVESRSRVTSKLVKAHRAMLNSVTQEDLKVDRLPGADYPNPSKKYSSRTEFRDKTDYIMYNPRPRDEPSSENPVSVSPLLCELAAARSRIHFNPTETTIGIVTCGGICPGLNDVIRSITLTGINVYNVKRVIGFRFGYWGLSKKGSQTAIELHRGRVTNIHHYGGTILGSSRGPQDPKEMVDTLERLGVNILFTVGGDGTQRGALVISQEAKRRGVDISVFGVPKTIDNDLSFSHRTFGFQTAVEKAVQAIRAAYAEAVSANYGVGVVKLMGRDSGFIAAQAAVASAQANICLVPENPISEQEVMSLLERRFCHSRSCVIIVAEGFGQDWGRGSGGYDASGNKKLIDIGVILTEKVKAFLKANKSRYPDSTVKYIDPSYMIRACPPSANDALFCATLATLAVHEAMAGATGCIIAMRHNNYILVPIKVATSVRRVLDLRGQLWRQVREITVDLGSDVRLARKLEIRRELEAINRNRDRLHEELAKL
#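 1.25 nM PFK with 0.5 mM F6P and 0.1 mM ATP in 0.1 M TEA pH 8.0, 5 mM MgCl2, incubated 45 min at room temperature; ADP measured by ADP-Glo luminescence; compounds titrated up to 57 uM.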
# Mito fusion yeast – mitochondrial division inhibition or fusion activation. S. cerevisiae fusion-defective mutant growth rescue, CellTiterGlo 48 h. Potency, µM (highest dose often 46.1 µM), without a hit: top-dose growth rescue (activation), hits mostly activators. hit rate 0.23% among 320,000;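 note: potency is the fitted concentration of half-maximal effect; % of control where 0% means no effect; nearly all actives have a fitted effect of over 45% in size; temperature-sensitive fusion mutants such as fzo1-1 at 37 °C on non-fermentable ethanol glycerol medium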
#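 Temperature-sensitive fusion-defective S. cerevisiae (e.g. fzo1-1, mgm1-5) were grown with compound in YPEG medium (3% ethanol, 3% glycerol) for 48 hours at 37C. Growth rescue was measured as viability by CellTiterGlo luminescence after 10 minutes at ambient.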
# Starred values were filed as active, the others as inactive; ? = inconclusive; . = not tested or not shown; [ ] = another dose, or the depositor's remark. Unless noted, calls come from the whole dose curve; as a rule, active = well fitted curve in the direction sought with a large enough effect; inconclusive = small, poorly fitted or top-dose-only effect, or another doubt; inactive = no such curve, though single readings can be large; an effect the other way counts as inactive or inconclusive.
SMILES,BCR signal inh,USP2a inh,B2AR arrestin,uPA generation,TCR act,Eya2 inh,TSHR antagonist,ELG1 DNA repair,PTAP TSG101 blk,Tb PFK inh,Mito fusion yeast
O=S(=O)(c1cc(Br)ccc1Br)N1CCCCCC1,-5%,-6%,-0.5%,-4%,-4%,-1%,-13,14%,-1%,11%,-1%
CCCCn1c(N)c(N(CCOC)C(=O)CC(NC(=O)c2ccccc2)c2ccccc2)c(=O)[nH]c1=O (stereo unspecified),0%,1%,-0.1%,-2%,4%,9%,-3,5%,0%,1%,5%
C(=N\N1CCN(c2ccccn2)CC1)/c1cccc2ccccc12,?,1%,-0.5%,4%,-1%,?,-8,?,-2%,-1%,0%
Cc1ccc(S(=O)(=O)Nc2ccc3ccccc3n2)cc1,-10%,1%,0.5%,-2%,-2%,-1%,7,-6%,0%,-3%,7%
Cc1noc(C)c1NC(=O)N(C)C[C@H]1Oc2c(NS(=O)(=O)c3cn(C)cn3)cccc2C(=O)N([C@H](C)CO)C[C@@H]1C,0%,-2%,-0.4%,10%,2%,-1%,5,?,-4%,-4%,.
Cc1ccc(SCc2noc(-c3c(C)noc3C)n2)cc1,6%,0%,0.1%,-8%,-1%,-1%,-3,24%,1%,-14%,-3%
Cc1cc(OCC(=O)N(C)Cc2ccccc2)cc(C)c1Cl,?,-1%,-0.3%,14%,3%,-1%,-4,5%,-5%,1%,7%
CN1C(=O)NC(c2ccccc2)C2=C1CN(c1cccc(C(F)(F)F)c1)C2=O (stereo unspecified),?,0%,0.3%,-1%,.,-2%,14,4%,-5%,-1%,12%
COc1c(C)cc(C(=O)C2CCCN(C(=O)CCc3scnc3C)C2)cc1C (stereo unspecified),5%,1%,-0.1%,-7%,3%,0%,8,12µM*,-3%,-2%,-2%
Cc1c(CCC(=O)N[C@@H](CC(C)C)C(=O)O)c(=O)oc2cc3oc4c(c3cc12)CCCC4,?,3%,-0.1%,-9%,0%,-5%,-4,?,-5%,2%,19%
O=C(COC(=O)C1CC2C=CC1C2)Nc1cccc(S(=O)(=O)N2CCCCCC2)c1 (stereo unspecified),-16%,-2%,0.0%,0%,6%[46.1 µM],-2%,-35,-23%,0%,0%,15%
CC1CN(C(=O)/C(C#N)=C2\N=C(NC(=O)c3ccc(F)cc3)c3ccccc32)CC(C)O1 (stereo unspecified),3%,6%,-0.4%,2%,4%,-9%,17,4%,-2%,1%,8%
COCc1[nH]nc2c1C(c1ccc(OC)c(OC)c1)C(C#N)=C(N)O2 (stereo unspecified),0%,0%,-0.6%,-4%,-5%,-2%,-1,?,-8%,-2%,3%
O=C(COC(=O)CCSc1ccc(F)cc1)NCc1ccc(F)cc1,7%,1%,-0.3%,-17%,2%[46.1 µM],6%,-1,5%,-3%,-6%,.
Cc1nonc1NC(=O)CSc1nc2ccccc2o1,?,1%,?,-2%,6%,-3%,7,8%,5%,4%,17%
CC(=O)c1sc2nsc(SCCN3CCCC3)c2c1N,?,-1%,0.3%,2%,-6%,-9%,1,0%,-4%,-7%,1%
O=C(Nc1cccnc1Cl)c1ccc(S(=O)(=O)N2CCCCCC2)cc1,?,0%,0.0%,.,1%,-30%,-13,?,-9%,-1%,2%
O=C(Nc1ccc2nc(N3CCOCC3)sc2c1)c1ccc(F)cc1,?,-7%,0.2%,-6%,1%,2%,-3,-19%,-9%,-8%,1%
CC1CCCCC12NC(=O)N(CC(=O)NCC(=O)Nc1ccc(F)c(F)c1F)C2=O (stereo unspecified),2%,5%,0.0%,16%,-5%,-11%,58,8%,-2%,6%,-4%
NC(=O)C1CCN(C2CC(=O)N(c3ccc(F)c(Cl)c3)C2=O)CC1 (stereo unspecified),-7%,-1%,-0.7%,0%,2%,11%,3,4%,-9%,-5%,-19%
CCC(=O)c1cn([C@H](CCC(OC)OC)CC(=O)OC(C)(C)C)cc1CC,-1%,1%,0.1%,7%,-3%,-5%,-2,0%,4%,0%,-9%
COCC(C)n1c(SCc2nc3ccccc3c(=O)[nH]2)nc2ccccc2c1=O (stereo unspecified),-1%,1%,0.0%,1%,-2%,4%,-3,?,-6%,8%,13%
CCOC(=O)Cn1c(=O)oc2cc(S(=O)(=O)NC(C)(C)CC)ccc21,3%,2%,-1.0%,-1%,-2%,-27%,18,-4%,2%,-3%,3%
S=C(NCc1ccncc1)Nc1ccc(Br)cc1Cl,?,-1%,0.1%,-8%,-8%,4%,7,?,2%,1%,-1%
Cc1ccc(OP(=O)(Nc2c(C)n(C)n(-c3ccccc3)c2=O)Oc2ccc(C)cc2)cc1,1%,-1%,0.1%,10%,-1%[46.1 µM],-12%,-7,-15%,1%,5%,-3%

# (list continues)
SMILES,BCR signal inh,USP2a inh,B2AR arrestin,uPA generation,TCR act,Eya2 inh,TSHR antagonist,ELG1 DNA repair,PTAP TSG101 blk,Tb PFK inh,Mito fusion yeast
Cc1c(C)c2ccc(OCC(=O)N(C)C)c(C)c2oc1=O,-10%,3%,-1.3%,5%,6%,19%,-9,?,-8%,1%,-2%
Cc1ncsc1CCOC(=O)c1ccc(Cl)cc1,4%,5%,0.1%,-15%,-4%,0%,-6,-8%,-8%,-2%,5%
CN(c1ccc(OC(=O)c2ccc(-n3cncn3)c([N+](=O)[O-])c2)cc1)S(=O)(=O)c1ccccc1,0%,2%,0.5%,?,.,-11%,1,4%,0%,0%,14%
COc1cc(C(Nc2ccccn2)c2ccc3ccc(C)nc3c2O)cc(OC)c1O (stereo unspecified),?,1%,-0.6%,-5%,-3%,9%,-8,?,-1%,?,-9%
CCCCN(C(=O)C1CC(=O)N(CCc2ccc(OC)c(OC)c2)C1)c1c(N)n(CCCC)c(=O)[nH]c1=O (stereo unspecified),0%,-3%,0.2%,0%,-2%,-15%,-2,2%,-13%,4%,-7%
CCOC(=O)c1c(NC(=S)NC(=O)c2ccco2)sc2c1CCCC2,-1%,-1%,-0.1%,2%,9%,-8%,5,?,-3%,2%,0%
CC(=O)c1cccc(NS(=O)(=O)N2CCOCC2)c1,-2%,1%,-1.6%,7%,-7%,-2%,4,8%,-1%,2%,0%
CCOC(=O)c1ccc(NC(=S)N2CCN(CCN=CC3=C(O)CC(c4ccccc4)CC3=O)CC2)cc1 (stereo unspecified),?,2%,1.7%,10%,1%,-10%,-1,18%,-3%,0%,-2%
Cc1ccc(-c2ccc(/C=N/NC(=S)Nc3ccccc3)o2)cc1[N+](=O)[O-],6%,0%,-0.6%,.,-8%,-1%,-17,?,-3%,0%,8%
O=C(Nc1nccs1)C1CC(=O)N(c2ccccc2Cl)C1 (stereo unspecified),10%,2%,-0.3%,.,1%,-16%,-4,-19%,-2%,-1%,0%
COc1ccc(CN(C(=O)CCC(=O)Nc2cc(C)on2)C(C(=O)NC(C)(C)C)c2cccc(OC)c2OC)cc1 (stereo unspecified),1%,-5%,-0.4%,-5%,-14%,-1%,10,7%,-7%,2%,5%
COc1ccc(/C=C(\C#N)C(=O)NCc2ccccc2)cc1,0%,2%,-0.1%,-1%,3%,3%,35,-2%,0%,1%,-10%
O=C(O)CCCNC(=O)OCc1ccccc1,-13%,-3%,4.0%,-1%,-3%,1%,-3,-13%,-5%,1%,2%
CCc1sc(C(=O)NNC(=O)CNC(=O)c2ccccc2F)cc1C,0%,2%,-1.0%,-2%,3%,-5%,-7,26%,-1%,1%,2%
COc1cc(/C=N/n2nnnc2N)ccc1OCC#N,?,0%,-0.6%,10%,1%,5%,4,-2%,-3%,0%,5%
COc1ccc(Cl)cc1C(=O)O/N=C(\N)c1ccc(Cl)cc1,6%,5%,-1.4%,2%,2%[46.1 µM],2%,12,?,-1%,-2%,18%
COc1ccc(CCNC(=O)C(=O)NCc2ccccc2C)cc1OC,2%,0%,-1.7%,-7%,-21%,9%,6,5%,-3%,-2%,2%
Cc1ccc(NC(=S)NCC(C)C)cc1,0%,1%,-0.4%,-1%,2%[46.1 µM],3%,4,?,1%,-3%,-4%
Cn1c(CNc2ccc(Cl)cc2)nnc1SCc1ccccc1,2%,4%,-0.3%,2%,.,-1%,-6,-3%,0%,0%,-11%
COc1ccc(N2CC(C(=O)NCc3n[nH]c(=O)c4ccccc34)CC2=O)cc1 (stereo unspecified),?,0%,0.1%,1%,4%,8%,5,-4%,1%,8%,6%
O=C(c1cc2nc(-c3ccco3)cc(C(F)(F)F)n2n1)N1CCN(c2ccc(F)cc2)CC1,-3%,-6%,0.1%,-8%,7%,-7%,-7,?,-8%,1%,7%

# Source: PubChem BioAssay
